# D1 antag – antagonists of human D1 dopamine receptor; P21728; HEK293 TREx D1 cells, calcium flux, dopamine EC80; hits give low values; activity change, negative = inhibition, % at 10 µM; hit rate 3.2% among 360,000; in the data active means activity change below about -30%; further: on the % scale 0 is the no-effect control and ±100 the full control effect
# Target sequence (P21728 whole entry, looked up): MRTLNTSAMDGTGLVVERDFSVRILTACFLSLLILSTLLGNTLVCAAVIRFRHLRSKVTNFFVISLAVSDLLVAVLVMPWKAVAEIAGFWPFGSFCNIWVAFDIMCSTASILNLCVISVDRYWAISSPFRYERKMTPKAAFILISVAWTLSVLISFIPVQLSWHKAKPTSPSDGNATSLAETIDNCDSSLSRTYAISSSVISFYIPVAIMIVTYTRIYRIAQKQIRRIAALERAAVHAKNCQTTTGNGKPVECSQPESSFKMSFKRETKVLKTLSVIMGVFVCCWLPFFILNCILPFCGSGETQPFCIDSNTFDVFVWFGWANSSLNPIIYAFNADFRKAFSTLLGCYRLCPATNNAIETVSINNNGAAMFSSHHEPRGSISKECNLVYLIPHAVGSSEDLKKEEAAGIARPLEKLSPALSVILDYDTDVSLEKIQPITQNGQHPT
#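 After overnight tetracycline induction at 30 C, force-coupled D1 HEK293 cells took up a no-wash calcium dye at room temperature. Compounds were added and monitored 180 s, and the response to EC80 dopamine was then recorded.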
# GRP78 ERSR act – inducers of ER stress response in human glioma cells | U87-MG GRP78 promoter luciferase reporter, 16 h | Potency, µM, for the others: at the top dose activation, most hits filed as activators | hit rate 0.02% among 420,000 | AID 602332; further: potency means the concentration at half of the fitted maximal effect; series mostly up to about 76 µM; % of control where 0% means no effect; nearly all actives have a fitted effect of over 35% in size
#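 ERSR induction read as luciferase luminescence (Bright-Glo, 10 min at room temperature) in stably transfected human U87-MG glioma cells exposed to compounds for 16 h, using GRP78 as sensor.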
# D1 ag – human D1 receptor agonism. HEK293 T-REx D1 cells, calcium flux, agonist mode. activation, % at 2 µM. hit rate 1% among 360,000. AID 504660; in the data active means activation above about 30%; further: 0% is about no effect
#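 Inducible HEK293 T-REx D1 cells, force-coupled to calcium signalling, were plated at 4000 cells/well with tetracycline and held overnight at 30 C. After no-wash calcium dye loading, compound-evoked calcium rise over 180 s flagged agonists.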
# RXFP1 agonist – RXFP1 (human) receptor agonism; HEK293T-RXFP1 cAMP TR-FRET, 30 min; response scale: percent of porcine relaxin response, buffer zero; Potency, µM (top dose mostly 57.5 µM), for inactives: top-dose activation, most hits filed as activators; hit rate 0.3% among 370,000; further: potency means the concentration at half of the fitted maximal effect; on the % scale 0 is the no-effect control and ±100 the full control effect; nearly all actives have a fitted effect of over 60% in size; many of its hits are not listed in these tables
#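 HEK293 cells stably expressing RXFP1, treated 30 min at 37C with compounds plus PDE4 inhibitor Ro 20174; cAMP measured by HTRF TR-FRET. Normalized to buffer and 29 nM porcine relaxin; EC50 by Hill fit.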
# Vif-A3F inh – Vif-A3F binding inhibition; hit rate 0.2% among 390,000; AID 602313; HeLa A3F-eYFP + Vif (tagged APOBEC3F with the HIV-1 protein that degrades it), YFP fluorescence increase; Potency, µM (doses to about 46.1 µM), without a hit: top-dose activity, negative = active; further: potency means the concentration at half of the fitted maximal effect; % of control where 0% means no effect; nearly all actives have a fitted effect of over 65% in size
#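 HeLa cells stably expressing Vif plus C-terminally eYFP-tagged A3F were seeded, incubated overnight at 37 deg C, dosed with compound, incubated overnight again at 37 deg C. Yellow fluorescence (Ex 488/Em 500-530) reported blocked Vif-mediated A3F-eYFP degradation.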
# Vif-APOBEC3G blk – blocks the Vif interaction with human APOBEC3G | hit rate 0.076% among 410,000 | AID 602310 | Q9HC16 | HeLa A3G-eYFP + Vif (tagged APOBEC3G with the HIV-1 protein that degrades it), YFP fluorescence, overnight | Potency, µM (highest dose often 46.1 µM), for inactives: top-dose activity, negative = active, most hits filed as inhibitors;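 further: potency means the concentration at half of the fitted maximal effect; on the % scale 0 is the no-effect control and ±100 the full control effect; nearly all actives have a fitted effect of over 60% in size; hits raise eYFP signal because A3G escapes Vif-driven loss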
#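 Read-out is eYFP fluorescence (Ex 488/Em 500-530) from Vif-expressing HeLa A3G-eYFP cells; more signal means A3G escaped Vif-mediated degradation. Cells plated overnight, compound pinned in, incubated overnight at 37 deg C.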
# D2 potentiator – positive allosteric modulators of human D2 dopamine receptor. HEK293 T-REx D2, calcium flux, EC20 dopamine potentiation. P14416. potentiation, % at 10 µM. hit rate 0.34% among 340,000;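 active means potentiation over 3 SD above the plate norm, cut at about 30% in these data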; further: 0% is about no effect
# Target sequence (P14416 whole entry, looked up): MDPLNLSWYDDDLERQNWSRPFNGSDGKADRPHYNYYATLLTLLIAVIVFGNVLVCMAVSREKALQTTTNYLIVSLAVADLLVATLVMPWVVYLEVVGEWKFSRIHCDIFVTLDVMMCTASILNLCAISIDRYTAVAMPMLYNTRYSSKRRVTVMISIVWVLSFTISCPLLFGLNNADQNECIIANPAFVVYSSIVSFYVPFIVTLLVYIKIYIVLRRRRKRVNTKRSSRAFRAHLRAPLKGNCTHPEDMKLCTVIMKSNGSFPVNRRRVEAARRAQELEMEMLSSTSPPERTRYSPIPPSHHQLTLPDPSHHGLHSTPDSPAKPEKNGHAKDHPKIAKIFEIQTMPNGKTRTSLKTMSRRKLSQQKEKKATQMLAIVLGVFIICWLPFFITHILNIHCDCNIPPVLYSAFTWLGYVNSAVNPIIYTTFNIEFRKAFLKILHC
#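 Calcium flux readout, no-wash dye, 1 read/s. Inducible HEK293 Trex D2 line, overnight 30 C. Compound alone 180 s (agonist flags), then EC20 dopamine, another 180 s to score potentiation.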
# D1 potentiator – potentiators of human D1 dopamine receptor; P21728; HEK293 TREx D1 cells, calcium flux, dopamine EC20 potentiation; potentiation, % at 10 µM; hit rate 0.036% among 360,000; in the data active means potentiation above about 30%; further: 0% is about no effect
# LDHA inh – LDHA (human) enzyme inhibition; activity change, % (values are at about 110 or 230 µM); purified LDHA, NADH/diaphorase-resazurin fluorescence; hits give low values; P00338; hit rate 0.15% among 480,000; AID 1347041; in the data active means activity change below about -30%; inconclusive means mostly about -25% to -30%;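 further: plate controls were DMSO wells for no effect and wells without enzyme for full effect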
#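 LDH5 2 nM; NADH 0.06 mM, pyruvate 0.2 mM; 200 mM Tris pH 7.4, EDTA, Tween-20; 5 min RT. Detection: diaphorase 0.133 mg/mL + resazurin 37 µM, fluorescence ex540/em590 at 0 and 20 min; normalized to enzyme-free and DMSO wells.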
# An asterisk follows results filed as active; ? = inconclusive; nt = no result given; & = joins results of further samples. Unless noted, the call rests on the fitted dose curve; in most records, active means well fitted curve in the direction sought with a large enough effect; inconclusive means small, poorly fitted or top-dose-only effect, or another doubt; inactive means no such curve, though single readings can be large; an effect the other way counts as inactive or inconclusive. A portion of the library, so the mix of outcomes need not match the whole.
# Value order: RXFP1 agonist, D1 potentiator, Vif-APOBEC3G blk, D1 antag, D1 ag, GRP78 ERSR act, LDHA inh, D2 potentiator, Vif-A3F inh
Cc1cc(-n2c(C)cc(C(=O)CN3C(=O)NC4(CCCCC4C)C3=O)c2C)no1 (centres undefined)
    1.2%, -12.2, 0.4%, 40.3, 12.7, -3.1%, -2.1, 10.4, 0.2%
Cc1oc2c(c(C)cc3oc(=O)c(CC(=O)NCc4ccc(F)cc4)c(C)c32)c1C
    3.2%, 0.3, -5.4%, -2.7, -1.5, -3.7%, -1.5, -0.5, 2.5%
CCn1c(SCC(=O)Nc2ccc(OC)c(OC)c2)nnc1-c1ccco1
    0.2%, -0.6, -1.3%, 8.4, 3.3, -5.7%, -11.3, -6.6, 1.4%
O=C(CSc1nnc(NC(=O)c2cccc(F)c2)s1)NCc1ccco1
    1.0%, -1.6, 0.4%, -4.6, 2.6, 5.7%, -5.8, 0.8, 2.2%
CCC1(C)Cc2ccccc2/C(=C/C(=O)N2CCCCC2)N1 (centres undefined)
    1.1%, -4.8, -5.8%, -5.2, 0.3, 2.5%, 2.8, 10.9, -6.0%
CCN(CC)CCCNC(=O)CCn1nc(-c2ccccc2)ccc1=O
    2.4%, -5.5, 0.1%, 9.7, 0.3, 1.3%, -5.4, -4.8, -0.2%
O=C(NCC1CCCCC1)c1ccc([N+](=O)[O-])cc1
    1.0%, 0.5, 0.1%, -25.4, -0.3, 0.4%, -4.8, -2.7, 5.3%
CC1CCCCN1Cc1ccc(N(C)C)cc1 (centres undefined)
    -0.9%, -0.7, -4.5%, 11.9, 1.7, -2.9%, -4.2, -0.9, -1.0%
Cc1ccccc1COC(=O)CCC1=NS(=O)(=O)c2ccccc2N1
    0.4%, 0.8, 3.9%, 0.9, 23.1, -2.8%, -4.9, 12.4, 1.0%
CCOc1ccc(S(=O)(=O)c2cc3cccc(OCC)c3oc2=O)cc1
    ?, -2.5, -1.0%, -6.9, 2.0, -0.1%, 3.3, -3.6, -4.7%
CCCc1cc(=O)oc2c(C)c(OC(C)C(=O)NCc3ccccn3)ccc12 (centres undefined)
    0.3%, -0.6, -2.6%, -0.6, -0.1, -1.9%, -2.6&0.7, nt, 4.3%
Cc1ccc2c(c1)N(S(=O)(=O)c1cc(-c3onc(C)c3C)ccc1C)CCO2
    -2.2%&4.6%, -1.7&-2.6, 1.7%&5.9%, 0.4&-0.8, 9.1&5.5, -6.7%&-2.9%, -2.6&2.8, 15.2&-1.4, 2.4%&8.7%
CSc1ccc(/C=N/NC(=O)c2ccc(-n3cnnn3)cc2)cc1
    1.9%, -2.6, 2.0%, -9.7, 3.9, -2.7%, -3.6, 5.6, -2.7%
CCCCn1cc(S(=O)(=O)c2cccc(C)c2)c(=O)c2cc(F)c(N3CCOCC3)cc21
    5.2%, -1.9, -3.2%, 9.7, 0.1, -4.5%, -0.1, -7.6, -2.5%
CC(C(=O)O)N1c2cccc3cccc(c23)S1(=O)=O (centres undefined)
    -0.1%, -0.9, 1.3%, -3.6, 5.0, -4.3%, 2.5, 3.5, 2.7%
CC(=O)Nc1ccc(NC(=O)CSc2ncnc3sc(C)c(C)c23)cc1
    4.5%, -1.2, -3.4%, -12.5, 0.8, -3.6%, -4.1, 5.5, -6.9%
CCNC(=S)NCC
    nt, nt, 0.1%, nt, nt, -1.7%, -1.0, nt, -6.7%
O=C1CCN(Cc2ccccc2)S(=O)(=O)c2ccccc21
    0.0%, -10.8, -0.1%&-0.2%, -2.8, 2.4, 0.2%&-2.0%, -5.2, nt, -2.9%
COc1ccccc1NC(=O)N1CCC(C(=O)c2ccc(Cl)cc2)CC1
    -0.2%, 0.2, -2.6%, -11.3, 3.6, -2.2%, 1.8, 8.5, 5.0%
O=C(CCc1nc2ccccc2s1)NC1CCOC1=O (centres undefined)
    0.5%, 4.5, -3.0%, 5.6, 4.3, -0.9%, -3.1, 9.6, 2.3%
Clc1ccc(-c2noc(CCCOc3ccccc3)n2)cc1
    0.8%, -1.5, 1.4%, 5.8, 14.1, -0.6%, -1.7, -0.6, -4.9%
COCc1ccc(CN2CCCC(C(=O)Nc3ccc(-c4cscn4)cc3)C2)o1 (centres undefined)
    -0.7%, -4.8, -0.7%, 1.2, 2.2, -1.2%, -6.2, nt, 5.0%
CCn1c(COc2ccccc2)nnc1SCC(=O)NC1CC1
    1.4%, -8.0, -3.7%, -9.4, 1.5, -3.7%, 1.7, 4.1, -3.3%
CN(C(=O)C1CCN(S(=O)(=O)c2cccc3nonc23)CC1)C1CCCCC1
    -2.2%, 0.3, 4.2%, -5.5, 4.4, -2.2%, -4.7, 2.3, -7.4%
Cn1cc(Cl)c(C(=O)NC(=S)Nc2sc3c(c2C#N)CCCCC3)n1
    2.6%, 1.1, 2.3%, 8.8, 2.0, 0.7%, -4.6, -4.2, -3.1%
CCOc1ccc(S(=O)(=O)N(CC(=O)O)c2ccccc2)cc1
    -0.6%, -11.1, -3.7%, -9.9, 2.4, -2.1%, -6.4, 19.3, -11.2%
O=C(CSc1nc2nccnc2c(=O)n1CCc1c[nH]c2ccccc12)Nc1ccccc1F
    1.9%, -3.6, -18.6%, -39.8*, -0.2, -2.1%, 2.6, 4.2, 0.7%
O=C(Cc1ccc(Nc2nc3ccc(Br)cc3[nH]2)cc1)NCCc1cccs1
    3.3%, -4.5, -7.3%, 5.7, 2.1, 1.6%, 5.5, 2.6, -2.9%
CN(C)S(=O)(=O)c1cc(S(=O)(=O)N(C)C)c(Cl)cc1N
    -0.8%, -1.4, 1.0%, 2.8, 5.9, -5.0%, -3.1, 1.1, -4.9%
Cc1ccc(C)c(-n2nnnc2SCC(=O)NNC(=O)c2ccco2)c1
    1.0%, -2.8, -0.5%, -1.2, 4.0, 0.0%, -5.4, 9.2, 0.6%
COC/C=C/C1=CC2=CC(=O)C(C)(OC(=O)c3cnc4ccccc4n3)C(=O)C2=CN1CC1CC1 (centres undefined)
    nt, nt, -1.6%, nt, nt, -0.2%, 15.5, nt, -2.4%
Nc1c(CNCc2nnn(Cc3ccccc3)c2N)nnn1Cc1ccccc1
    nt, nt, -2.4%, nt, nt, -7.0%, -17.2, nt, -0.7%
O=C(O)C1Nc2ccc(C(F)(F)F)cc2C2OCCC12 (centres undefined)
    nt, nt, -2.9%, nt, nt, -4.3%, -3.9, nt, 8.4%
Cc1nc(NC(=O)c2ccc(OCC(C)C)cc2)sc1Cc1ccc2c(c1)OCO2
    0.6%, 4.1, ?, 0.2, 1.3, -0.3%, 1.0, 5.5, -5.1%
O=[N+]([O-])c1cccnc1S(=O)(=O)c1ccccc1
    4.8%, -12.2, -17.6%, -16.9, 2.6, -14.4%, 0.9, -9.7, 5.6%
CC(=O)c1cccc(NC(=O)Nc2c(C)nn(C)c2C)c1
    -0.2%, -2.6, 0.0%, 1.1, 4.3, -2.7%, 4.8, -30.7, 0.5%
CCN(CC(=O)NCc1ccc(F)cc1)C(=O)C1CC1C (centres undefined)
    0.9%, -1.7, -0.5%, 7.3, 2.1, -3.6%, -5.8, -2.7, 3.2%
COc1ccc(OC)c(NC(=O)C(=O)NNC(=O)COc2ccc(Br)cc2C)c1
    0.3%, -2.4, 3.8%, -18.6, 0.6, 5.1%, -8.2, -5.9, 2.9%
Fc1ccc(C(c2nnnn2C2CCCC2)N2CCN(Cc3ccncc3)CC2)cc1 (centres undefined)
    1.0%, -0.7, 1.2%, -2.5, 0.5, 9.5%, -4.9, 4.1, -5.3%
C#CCONC(=O)c1cc(OCC(F)(F)F)ccc1OCC(F)(F)F
    1.2%, -3.5, 1.4%, 1.6, 0.7, -2.9%, -4.4, 2.7, -14.1%
O=c1[nH]c2ccc(NCc3ccc(-c4ccc(Cl)cc4)o3)cc2[nH]1
    -1.2%, -0.5, 4.2%, -8.8, -2.7, -1.6%, 5.8, 5.7, 0.7%
CC1CN(C(=O)Nc2ccccc2)c2ccccc2-[n+]2ccsc21 (centres undefined)
    1.5%, 1.6, -2.6%, -15.9, 1.9, -3.4%, -4.2, -8.4, 2.1%
CSc1ccccc1C(=O)NCC1CCCO1 (centres undefined)
    1.1%, -4.5, -11.9%, 19.8, 5.2, -5.8%, -0.3, 2.5, -6.5%
Cc1[nH]c2ccccc2c1C(=O)NS(=O)(=O)Nc1ccccc1
    3.0%, -6.2, -1.3%, -6.1, -0.2, -3.0%, -1.2, nt, 3.1%
CCCc1cc(C(=O)Nc2sc3c(c2C#N)CCC3)no1
    0.4%, -2.8, -24.9%, -6.1, 3.4, 2.1%, -0.9, -10.1, -7.5%
Nc1cc(C(Cl)=C(Cl)Cl)c(S(N)(=O)=O)cc1S(N)(=O)=O
    3.4%, -6.7, -0.5%, -32.5*, -0.3, -1.4%&-2.7%&-5.9%&-5.7%, -5.4, 2.8, 5.1%
O=C(CSc1cccc[n+]1[O-])Nc1c(Br)cc([N+](=O)[O-])cc1Br
    2.6%, -5.1, 0.8%, -11.0, 3.5, -3.6%, -1.7, 6.8, 5.5%
Cc1cccc(C)c1Oc1nc(-c2ccccc2)ncc1S(=O)(=O)c1ccccc1
    1.1%, -11.0, -1.1%, 8.5, 5.9, -1.4%, -2.2, 1.3, -10.5%
O=C(c1ccc(CS(=O)c2ccc(F)cc2)o1)N1CCN(C2CCCCC2)CC1 (centres undefined)
    0.8%, -7.7, 0.0%, 17.8, 1.4, -4.9%, -0.6, 2.5, -5.1%
CCOC(=O)c1ccc(NC(=O)NCCN2CCCCC2)cc1
    0.9%, 8.8, 0.2%, 0.5, 7.9, -3.4%, -6.0, 6.9, -3.7%
CC(=O)Nc1ccc(S(=O)(=O)NC(C)C(=O)NC(C)c2ccccc2)cc1 (centres undefined)
    0.1%, -3.5, 0.5%, 31.3, 2.2, -4.1%, 1.7, 0.7, 8.5%
Cc1ccccc1N(CC(=O)NCC1CCCO1)C(=O)CCC(=O)Nc1nccs1 (centres undefined)
    -0.6%, -7.5, -0.9%, -2.6, -0.7, -1.8%, -12.3, nt, -4.1%
COc1ccc(C(O)P(=O)(OC(C)C)OC(C)C)c(OC)c1 (centres undefined)
    -0.2%, 0.6, -0.7%, 14.9, 0.4, -4.0%, -3.0, 9.2, 8.5%
